Assay outcomes as filed in PubChem BioAssay.
NPC1 prom act: qHTS Assay for NPC1 Promoter Activators | 320,000 tested, 2.4% active | Potency, µM (doses to about 9.22 µM), without a hit: top-dose activation, actives largely listed as activators | Huh7 NPC1 promoter luciferase reporter, 24 h;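 further: % of control where 0% means no effect; nearly all actives have a fitted effect of over 60% in size; reporter is driven by a mutant NPC1 promoter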
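Luminescence read-out of NPC1 promoter-driven luciferase in stably transfected Huh7 cells; compounds delivered in DMSO and left 24 h at 37C, 5% CO2, qHTS titration format.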
BRCA1 expr up: qHTS Assay to Identify Small Molecule Activators of BRCA1 Expression | MCF7-BRCA1-FFLuc reporter, luminescence, 48 h; response scale: scaled: vehicle 0%, 10 µM genistein 100% | 380,000 tested, 1.1% active | AID 624202, 2012 | Potency, µM (highest dose often 46.1 µM), for inactives: top-dose activation, actives largely listed as activators; further: nearly all actives have a fitted effect of over 80% in size; some results filed as inactive show a strong effect at the top dose
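48 h compound treatment of MCF7-BRCA1-FFLuc cells (phenol-red free MEM, 37 °C), then 15 min with luciferase substrate and luminescence imaging.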
MLL CXXC-DNA inh: qHTS Fluorescence Polarization Assay for Inhibitors of MLL CXXC domain - DNA interaction; Histone-lysine N-methyltransferase 2A (Homo sapiens), Q03164; MLL-CXXC / FITC-HOXA9 DNA fluorescence polarization; Potency, µM (titrated, usually from 115 µM), without a hit: top-dose activity change, negative = inhibition, usual class: inhibitors; 290,000 tested, 0.037% active; AID 2662, 2010; active means well fitted inhibition curve with a large enough effect in the polarisation, with a control signal flat, not every such curve was filed as active; inconclusive means small, poorly fitted or top-dose-only effect, or effect the other way, or a change in a side signal; inactive means no such curve, though single readings can be large or run the other way; the % refers to the polarisation
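Fluorescence polarization: 7 uM MLL-CXXC (stock) preincubated 5 min with compounds, then 50 nM fluorescein-HOX-A9 DNA (stock) added; 30 min ambient. Buffer 50 mM Tris-HCl pH 7.5, 50 mM NaCl, 1 mM DTT, 0.05% BSA.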
ELG1 genotox: qHTS screen for small molecules that induce genotoxicity in human embryonic kidney (HEK293T) cells expressing luciferase-tagged ELG1. HEK293T ELG1-luciferase reporter, luminescence, 16 h. Potency, µM (top dose mostly 46 µM), for the others: at the highest dose activity change, positive = activation, hits mostly activators. 330,000 tested, 1.3% active; further: % of control where 0% means no effect; nearly all actives have a fitted effect of over 60% in size
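16 hr compound incubation (37 °C, 5% CO2) of HEK293T cells carrying luciferase-tagged ELG1; luciferase then measured by ONE-Glo luminescence after 30 min at RT.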
uPA generation: qHTS for Inhibitors of Cell Surface uPA Generation; Potency, µM (titrated, usually from 38.3 µM), for inactives: at the highest dose activity change, negative = inhibition, usual class: inhibitors; cell surface uPA generation assay, qHTS; 330,000 tested, 0.31% active; active means well fitted inhibition curve with a large enough effect; inconclusive means small, poorly fitted or top-dose-only effect; inactive means no such curve, though single readings can be large or run the other way; tested in mouse RAW 264.7 cells; further: on the % scale 0 is the no-effect control and ±100 the full control effect; nearly all actives have a fitted effect of over 55% in size
FLuc counter: qHTS profiling assay for firefly luciferase inhibitor/activator using purifed enzyme and Km concentrations of substrates (counterscreen for miR-21 project) | AID 588342, 2011 | 360,000 tested, 6.9% active | Luciferin 4-monooxygenase (Photinus pyralis), P08659 | purified FLuc, Km substrates, luminescence inhibition | Potency, µM (top dose mostly 57.5 µM), for the others: at the top dose activity change, negative = inhibition, usual class: inhibitors;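 further: plate controls were vehicle for no effect and reference inhibitor for full effect; nearly all actives have a fitted effect of over 55% in size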
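Biochemical qHTS of compounds, final roughly 60 µM downward over six points, against 10 nM purified firefly luciferase using Km concentrations of substrates (10 uM D-luciferin, 10 uM ATP) in Tris acetate pH 7.5 buffer; luminescence output.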
Rab9 promoter act: qHTS Assay for Rab9 Promoter Activators | Huh7 Rab9 promoter-luciferase reporter, luminescence, 24 h | Potency, µM (titrated, usually from 9.22 µM), inactives show top-dose activation, negative = inhibition, actives largely listed as activators | 320,000 tested, 2.8% active; further: % of control where 0% means no effect; nearly all actives have a fitted effect of over 60% in size
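Steps: seed 1500 Huh7 Rab9-luc cells per well, rest 2 h at 37 °C; add compound in DMSO; incubate 24 h; add luciferase reagent, 10 min ambient; read luminescence.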
Gal4-VP16 FLuc: VP16 counterscreen qHTS for inhibitors of ROR gamma transcriptional activity. Drosophila S2 Gal4-VP16 UAS-luciferase, luminescence, 20 h. Potency, µM (highest dose often 53.6 µM), for inactives: at the top dose activity, negative = inhibition, actives largely listed as inhibitors. 310,000 tested, 3.5% active. AID 2546, 2010;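 further: Gal4-VP16 expression switched on by copper sulfate through the metallothionein promoter; on the % scale 0 is the no-effect control and ±100 the full control effect; nearly all actives have a fitted effect of over 50% in size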
RORgamma inh: qHTS for inhibitors of ROR gamma transcriptional activity. Drosophila S2 Gal4-RORgamma UAS-luciferase reporter, 20 h. Potency, µM (top dose mostly 53.6 µM), for inactives: at the highest dose activity change, negative = inhibition, hits mostly inhibitors. 310,000 tested, 5.4% active. AID 2551, 2010; further: on the % scale 0 is the no-effect control and ±100 the full control effect; nearly all actives have a fitted effect of over 60% in size
Target sequence (P51450 whole entry, looked up, the tested form may be a part): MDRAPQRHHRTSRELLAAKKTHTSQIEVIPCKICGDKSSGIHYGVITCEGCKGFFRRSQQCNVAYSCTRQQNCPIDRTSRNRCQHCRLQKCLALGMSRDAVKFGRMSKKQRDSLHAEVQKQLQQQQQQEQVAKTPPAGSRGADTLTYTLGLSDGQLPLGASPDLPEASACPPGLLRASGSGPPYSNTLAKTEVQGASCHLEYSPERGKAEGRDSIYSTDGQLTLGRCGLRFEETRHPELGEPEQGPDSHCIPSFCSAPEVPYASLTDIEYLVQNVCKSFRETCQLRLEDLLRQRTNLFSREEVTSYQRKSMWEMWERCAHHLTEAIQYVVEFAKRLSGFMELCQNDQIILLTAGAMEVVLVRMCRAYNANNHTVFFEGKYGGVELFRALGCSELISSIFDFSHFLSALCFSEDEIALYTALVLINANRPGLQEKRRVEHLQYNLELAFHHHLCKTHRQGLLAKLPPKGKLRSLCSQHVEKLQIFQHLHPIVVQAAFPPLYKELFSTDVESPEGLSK
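In this cell-based reporter format, copper sulfate (700 uM final) drives Gal4–ROR gamma fusion expression from a metallothionein promoter in Drosophila Schneider cells; compounds preincubated 1 hr, reporter read after 20 hr at ambient temperature.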
p53 reactivator: qHTS assay for re-activators of p53 using a Luc reporter; H1299 p53-A138V BP100-luciferase reporter, luminescence, 24 h; Potency, µM (titrated, usually from 92.2 µM), without a hit: at the highest dose activity change, positive = activation, actives largely listed as activators; 320,000 tested, 0.063% active; AID 504706, 2011; further: % of control where 0% means no effect; nearly all actives have a fitted effect of over 45% in size
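p53-null H1299 cells stably carrying temperature-sensitive p53-A138V and a BP100-luciferase reporter were pinned with compounds (4-point, 1:5 series) and held 24 hrs at 37 deg C. Luminescence was read 10 min after detection reagent.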
MBNL1 CUG block: qHTS Assay for Inhibitors of MBNL1-poly(CUG) RNA binding; Muscleblind-like protein 1 (Homo sapiens), Q9NR56; TR-FRET MBNL1-His/biotin-(CUG)12 binding, 665/545 ratio; Potency, µM (doses to about 57.5 µM), for the others: at the top dose activity change, negative = inhibition, most hits filed as inhibitors; 280,000 tested, 0.036% active; AID 2675, 2010; active means well fitted inhibition curve with a large enough effect in the signal ratio, with a control signal flat, not every such curve was filed as active; inconclusive means small, poorly fitted or top-dose-only effect, or effect the other way, or a change in a side signal; inactive means no such curve, though single readings can be large or run the other way; the % refers to the signal ratio; further: on the % scale 0 is the no-effect control and ±100 the full control effect
Target sequence (Q9NR56 whole entry, looked up): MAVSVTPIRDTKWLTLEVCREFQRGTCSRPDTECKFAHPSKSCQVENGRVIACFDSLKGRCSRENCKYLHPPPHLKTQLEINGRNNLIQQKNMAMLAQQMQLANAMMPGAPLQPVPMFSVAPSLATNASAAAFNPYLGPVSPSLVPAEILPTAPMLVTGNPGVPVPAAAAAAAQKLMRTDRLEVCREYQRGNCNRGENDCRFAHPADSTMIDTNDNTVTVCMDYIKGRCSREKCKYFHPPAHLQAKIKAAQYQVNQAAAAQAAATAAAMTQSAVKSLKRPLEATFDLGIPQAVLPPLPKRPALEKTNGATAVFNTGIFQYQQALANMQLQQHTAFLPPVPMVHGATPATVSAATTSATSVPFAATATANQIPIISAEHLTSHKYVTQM
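TR-FRET between His-tagged MBNL1 and biotin-(CUG)12 RNA, detected with Tb anti-His antibody (0.055 ng/ul) and streptavidin-XL665 (5 nM), 60 min at room temperature. Compounds titrated 92 nM to 58 uM; 665/545 nm ratio normalized to buffer and complex controls.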
Active calls of the source: *; u = inconclusive; x = no result given; [ ] = another dose, or the depositor's remark. Unless noted, the call rests on the fitted dose curve; in most records, active means well fitted curve in the direction sought with a large enough effect; inconclusive means small, poorly fitted or top-dose-only effect, or another doubt; inactive means no such curve, though single readings can be large; an effect the other way counts as inactive or inconclusive. Potency means the concentration at half of the fitted maximal effect. Only part of the results is shown (hit frequency here may not be typical).

SMILES,NPC1 prom act,BRCA1 expr up,MLL CXXC-DNA inh,ELG1 genotox,uPA generation,FLuc counter,Rab9 promoter act,Gal4-VP16 FLuc,RORgamma inh,p53 reactivator,MBNL1 CUG block
Cc1cccc(C(=O)N(Cc2nc3ccccc3c(=O)[nH]2)C2CCCCC2)c1,-1%,0%,24%,-1%,4%,7%,-7%,-6%,u,2%,-16%
CCOc1cc(C(=O)Nc2ccccc2N2CCOCC2)ccc1OCC(=O)N1CCOCC1,-3%,0%,x,0%,3%,3%,-2%,x,x,16%,x
CCN(CC)CC(=O)Nc1c(C)cc(C(C)(C)C)cc1C,16%,25%,-7%,3%,-1%,-18%,u,-4%,12%,u,-4%
Cc1cc(C)cc(OCc2ccc(C(=O)O)o2)c1,3%,66%,7%,u,x,-19%,1%,-10%,10%,u,4%
Cc1ccccc1OCCn1c(C)nc2ccccc21,-11%,-8%,1%,1%,-3%,-5%,-24%,7.9µM*,1%[1.91 µM],x,-1%
C=CCc1cccc2cc(C(=O)Nc3ccccc3C(=O)O)c(=O)oc12,-9%,-8%,14%,-9%,-8%,u,0%,3%,25%,0%,16%
O=c1[nH]c(NCCO)nc2ncn(Cc3ccccc3)c12,-2%,3%,12%,-2%,0%,1%,1%,-3%,-12%,4%,-4%
COc1cc(C(=O)ON=C2C=C(C)C(=O)C(C)=C2)cc(OC)c1OC,-2%,-15%,8%,-1%,6%,-7%,3%,-3%,-36%,13%,x
O=C(c1ccc2c(c1)OCCO2)C1CCN(S(=O)(=O)c2ccccc2F)CC1,-1%,-21%,1%,-3%,x,-1%,0%,-2%,17%,1%,-5%
COc1cc2nc(C3CCC3)n(NC(=O)C3CCC3)c(=O)c2cc1OC,-1%,-30%,-4%,-1%,-2%,2%,-1%,-18%,21%,-1%,-7%
COc1ccc(/C(C)=N/N2C(=O)c3ccccc3NC2c2ccc(O)c(OC)c2)cc1 (stereo not given),16%,8%,6%,u,u,13µM*,u,-16%,u,9%,-6%
Cc1cc(-c2nnc3sc(C4CCCCC4)nn23)n[nH]1,-1%,9%,-4%,3%,-1%,-1%,u,-3%,-11%,6%,11%
C/C(=N\NC(=S)NC(C)C)c1cccc([N+](=O)[O-])c1,0%,-6%,-3%,0%,-2%,-1%,0%,4µM*,1.3µM*,1%,u
CC(C)Cc1nnc(NC(=O)CCC(=O)N2CCN(c3ccccc3F)CC2)s1,-1%,7%,-5%,-1%,6%,3%,-5%,-10%,-6%,-7%,-4%
CC(C(=O)N1CCc2ccccc21)n1cccc1 (stereo not given),-5%,2%,-7%,1%,-3%,-2%,0%,0%,0%,3%,0%
CCCCN(C)Cc1c(C)[nH]c2ccc(OCC)cc2c1=O,0%,13%,-3%,1%,2%,5%,-1%,-8%,19%,0%,u
N#Cc1nc(Cc2cccc3ccccc23)oc1NCCN1CCCCC1,0%,14%,-1%,0%,x,2%,-6%,3%,17%,-35%[inhibitor],4%
CC(=O)c1ccc(N2CCN(S(=O)(=O)c3ccc4c(c3)NC(=O)CC(=O)N4)CC2)cc1,-3%,51%,14%,8%,-13%,-1%,1%,-11%,19%,21%,18%
COc1ccc(N2CCN(C3CC(=O)N(Cc4ccccc4)C3=O)CC2)cc1 (stereo not given),-4%,3%,-5%,-3%,0%,2%,1%,1%,7%,6%,-6%
COC(=O)CS(=O)(=O)c1nnc([C@H](Cc2ccccc2)NC(=O)OC(C)(C)C)o1,-27%,-79%[inhibitor],-2%,-1%,-10%,1%,-42%[inhibitor],u,u,-38%[inhibitor],3%
Cc1ccc(-c2cc(C(=O)NCCCn3ccnc3)c3cc(Br)ccc3n2)o1,-1%,-1%,26%,2%,4%,15µM*,-2%,1%,-2%,8%,41%[activator]
CC(=O)Nc1ccc(NC(=O)CSc2nnnn2-c2ccc(F)cc2)cc1,-2%,-3%,u,0%,-7%,0%,0%[1.84 µM],8%,-8%,1%,1%
CCOC(=O)c1c(C)[nH]c(C(=O)OCC(=O)c2ccc(OC)cc2OC)c1C,-10%,-6%,x,0%,1%,-8%,3%,x,x,6%,x
COc1ccc(NC(=O)CSc2ccc3nnc(-c4cccnc4)n3n2)cc1OC,-3%,-2%,-8%,2%,6%,5%,2%,2%,31%,2%,0%
CC(NC(=O)COc1cccnc1[N+](=O)[O-])c1ccc(F)cc1 (stereo not given),2%,-7%,-6%,8%,-5%,2%,-4%,-6%,5%,-3%,u
COc1ccccc1C(=O)NCCC(=O)OCC(=O)Nc1ccc(S(N)(=O)=O)cc1,0%,7%,x,1%,7%,0%,-2%,x,x,-12%,x
COc1cccc(CN(C)CC(=O)Nc2cc3oc4ccccc4c3cc2OC)c1,-4%,-59%,23%,0%,9%,0%,-3%,0%,6%,13%,u
C[C@@H]1CCC[C@H](C)N1Cc1nc(Cc2ccccc2Cl)no1,-4%,-22%,-8%,4%,2%,2%,0%,-9%,-6%,-2%,5%
Cc1nc(S/C(=C/c2ccc(OCc3ccc(C(=O)O)cc3)cc2)C(=O)O)n[nH]1,6%,2%,-21%,0%,1%,27µM*,-4%,0%,-15%,-4%,x
COCCC(=O)Nc1ccc2c(c1)CN(C(=O)CCOC)CC2,-4%,0%,-2%,0%,4%,4%,-4%,1%,31%,-1%,1%

Full records, looked up by structure. Order of values: NPC1 prom act | BRCA1 expr up | MLL CXXC-DNA inh | ELG1 genotox | uPA generation | FLuc counter | Rab9 promoter act | Gal4-VP16 FLuc | RORgamma inh | p53 reactivator | MBNL1 CUG block
Shown for Cc1cc(-c2nnc3sc(C4CCCCC4)nn23)n[nH]1 → -1% | 9% | -4% | 3% | -1% | -1% | u | -3% | -11% | 6% | 11%
Shown for Cc1ccc(-c2cc(C(=O)NCCCn3ccnc3)c3cc(Br)ccc3n2)o1 → -1% | -1% | 26% | 2% | 4% | 15µM* | -2% | 1% | -2% | 8% | 41%[activator]

The list continues:
SMILES,NPC1 prom act,BRCA1 expr up,MLL CXXC-DNA inh,ELG1 genotox,uPA generation,FLuc counter,Rab9 promoter act,Gal4-VP16 FLuc,RORgamma inh,p53 reactivator,MBNL1 CUG block
COc1cccc(-c2nc(CS(=O)(=O)CC(=O)NCC(C)c3ccccc3)c(C)o2)c1 (stereo not given),1%,-6%,40%[activator],-5%,-4%,-3%,-1%,u,45%,1%,-1%
CC(=O)c1cn(CCOc2cc(C)ccc2C)c2ccccc12,-40%[inhibitor],-46%,1%,1%,-11%,1%,-41%[inhibitor],4µM*,u,x,3%
Clc1ccc(CN2CCSCC2)cc1Cl,-3%,-15%,14%,0%,1%,-2%,7%,-1%,38%,12%,1%
CCOC(=O)C1CCN(C(=O)Cc2c(F)cccc2Cl)CC1,2%,-4%,-2%,-2%,-4%,6%,-1%,-1%,-18%,4%,-9%
Cc1cccc(SC2CCN(Cc3nc(CC4CC4)no3)CC2)c1,-1%,19%,7%,-1%,-1%,0%,4%,0%,24%,1%,0%
CCn1cnc2c1c(=O)n(Cc1ccc(C(=O)OC)cc1)c(=O)n2Cc1ccccc1,-1%,-19%,11%,15%,-3%,0%,-11%,-4%,u,-9%,-6%
Cc1nnc(NC(=O)C2CC(=O)N(Cc3ccccc3)C2)s1 (stereo not given),-1%,-15%,-7%,16%,-1%,4%,-1%,4%,-20%,u,1%
CCOC(=O)N1CCN(Cc2nc3cc(NC(=O)C(C)C)ccc3n2CC)CC1,-5%,-9%,7%,-2%,-11%,2%,7%,-6%,-5%,0%,-6%
